DUSP3 inh = VHR1 phosphatase inhibitors, primary screen, biochemical, colorimetric, HTS. recombinant VHR phosphatase, colorimetric substrate read-out. actives 0.7% (n = 50,000). Dual specificity protein phosphatase 3 (Homo sapiens), P51452. AID 1992, 2009. inhibition, % at 20 µM; in the data active = inhibition above about 60%; also: some results filed as inactive read as strong as hits
Target sequence (P51452 whole entry, looked up): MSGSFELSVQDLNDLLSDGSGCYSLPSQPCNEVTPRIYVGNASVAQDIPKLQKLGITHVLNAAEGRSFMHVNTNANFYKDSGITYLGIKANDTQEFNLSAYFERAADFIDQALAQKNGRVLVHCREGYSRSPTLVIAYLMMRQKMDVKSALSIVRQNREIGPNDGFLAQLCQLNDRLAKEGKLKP
The depositor's hits bear a star. This is a subset, so the mix of outcomes need not match the whole.

The first seven entries, ahead of the listing:
SMILES	DUSP3 inh
CCCc1cc(=O)oc2cc(OCc3c(F)cccc3Cl)ccc12	-5.5
Cc1ccn2cc(-c3cccc(NC(=O)c4cc5cc(Br)ccc5oc4=O)c3)nc2c1	-14.3
O=[N+]([O-])c1cccc(S(=O)(=O)N2CCOCC2)c1	-22.2
O=C(Nc1ccc2c(c1)C(=O)OC2)NC1CCCCC1	-3.7
O=C(N=Nc1c(O)n(CN2CCOCC2)c2ccc(Br)cc12)c1ccncc1	-7.2
COc1ccccc1N1C(=O)c2ccc(C(=O)Nc3cc(C(=O)O)ccc3C)cc2C1=O	4.7
O=C(c1ccc2c3c(cccc13)CC2)N1CCN(c2ccccn2)CC1	-8.8

The whole of this part, from the start:
SMILES	DUSP3 inh
CCCc1cc(=O)oc2cc(OCc3c(F)cccc3Cl)ccc12	-5.5
Cc1ccn2cc(-c3cccc(NC(=O)c4cc5cc(Br)ccc5oc4=O)c3)nc2c1	-14.3
O=[N+]([O-])c1cccc(S(=O)(=O)N2CCOCC2)c1	-22.2
O=C(Nc1ccc2c(c1)C(=O)OC2)NC1CCCCC1	-3.7
O=C(N=Nc1c(O)n(CN2CCOCC2)c2ccc(Br)cc12)c1ccncc1	-7.2
COc1ccccc1N1C(=O)c2ccc(C(=O)Nc3cc(C(=O)O)ccc3C)cc2C1=O	4.7
O=C(c1ccc2c3c(cccc13)CC2)N1CCN(c2ccccn2)CC1	-8.8
O=C(O)COc1c(Cl)cc(/C=C2\C(=O)NC(=O)N(c3ccccc3)C2=O)cc1Cl	2.2
Cc1sc(NC(=O)CCCOc2ccc(Cl)cc2Cl)c(C#N)c1C	-15.9
COc1ccc(/C=C2/Sc3ccccc3C2=O)cc1[N+](=O)[O-]	-0.8
COc1ccc(S(=O)(=O)Nc2cc([N+](=O)[O-])ccc2C)cc1	-15.2
Cc1ccccc1N1CC(C(=O)OCC(=O)c2ccc(Br)cc2)CC1=O (centres undefined)	-5.6
O=C(O)CCCc1sc(/C(=N\O)C(=O)O)cc1[N+](=O)[O-]	-3.6
COc1cc(/C=C2/C=C(c3ccccc3)OC2=O)ccc1C	-14.2
Cc1cccc(N2C(=O)CSC23C(=O)Nc2ccccc23)c1 (centres undefined)	-20.8
C=CCNC(=O)C(=O)NCCCOC(C)C	2.7
Cc1c(C(=O)Nc2ccc(Nc3ccccc3)cc2)cccc1[N+](=O)[O-]	-4.3
COCCNCC(=O)NCC12CC3CC(CC(C3)C1)C2	-14.1
O=C(c1ccccc1)c1ccc2nc(-c3cccnc3)[nH]c2c1	18.7
Cc1ccc(C(=O)CC2(O)C(=O)N(C)c3ccccc32)cc1 (centres undefined)	-4.4
CCN(CC)c1ccc(/C=C2\C(=O)NC(=O)N(c3ccc(OC)cc3)C2=O)c(OC)c1	-15.9
CC(C)(C)C1CCc2c(sc(NC(=O)c3ccncc3)c2C(N)=O)C1 (centres undefined)	1.1
COc1cccc(C(=O)Nc2cc(-c3nc4cc(Cl)cc(Cl)c4o3)ccc2C)c1	-9.5
COCCNC(=O)CN(c1ccc(F)cc1)S(=O)(=O)c1ccccc1	-19.2
COc1ccc(C(=O)N2c3ccccc3C(N(C(C)=O)c3ccccc3)CC2C)cc1 (centres undefined)	-19.2
COc1ccc(CCNC2CC(=O)N(c3ccc(OC)cc3)C2=O)cc1 (centres undefined)	-18.1
COc1ccc(CC(C)CC(=O)NCCc2ccc(OC)c(OC)c2)cc1 (centres undefined)	-15.4
O=S(=O)(Cc1ccccc1)c1nc2ccccc2[nH]1	-18.0
CCOc1cccc(/C=N/NC(=O)CC2C(=O)NN=C2C)c1O (centres undefined)	-1.0
O=C(Cc1ccc([N+](=O)[O-])cc1)Nc1cccc(-c2nc3ccccc3o2)c1	-10.1
O=[N+]([O-])c1ccc(N2CCOCC2)cc1Sc1cccc2cccnc12	-24.4
Cc1ccc(C(=O)NCCNc2ccc([N+](=O)[O-])cc2Cl)cc1	-20.4
COc1cc(C(=S)N2CCOCC2)ccc1OC(=O)c1ccccc1	-6.1
COc1ccc(C(=O)Nc2cc(Cl)ccc2C)cc1OC	1.8
Cc1ccccc1OCCNC(=O)Cc1cccc2ccccc12	-8.3
CCNC(=S)NC(C(=O)OC)C12CC3CC(CC(C3)C1)C2 (centres undefined)	-0.5
CCc1c(C)c2ccc(OCc3ccccc3)c(C)c2oc1=O	-9.7
Cc1c(Cl)cccc1NC(=O)CSCc1cccc(Br)c1	3.9
COCCN1C(=O)C(=O)/C(=C(/O)c2ccccc2)C1c1ccccc1Cl (centres undefined)	-11.4
COc1ccc(NC2=CC(c3cccc([N+](=O)[O-])c3)N(c3ccc(OC)cc3)C2=O)cc1 (centres undefined)	-6.9
CC(=O)c1cccc(N2C(=O)c3ccc(Oc4ccc([N+](=O)[O-])cc4)cc3C2=O)c1	15.9
COc1ccc(C(=O)N2CCN(Cc3cccnc3)CC2)cc1OC	4.8
O=C(NNC(=O)c1cc2ccccc2oc1=O)c1ccccc1	-9.9
CC(=O)c1ccc(Oc2ccc(C(C)=O)cc2)cc1	9.7
COc1cccc(-c2nc3cc(NC(=O)Cc4ccccc4)ccc3o2)c1	-10.8
COc1ccc(S(=O)(=O)N(CCc2ccccc2)CC(=O)Nc2ccc(C)cc2C)cc1	-11.3
CCOC(=O)C1=C(C)N=c2s/c(=C\c3ccc(OC)cc3)c(=O)n2C1c1ccc(Cl)cc1 (centres undefined)	-23.1
CCOc1cc(C2C3=C(CC(C)(C)CC3=O)Nc3ccccc3N2C(C)=O)ccc1O (centres undefined)	17.9
O=C(O)CCCCCN1C(=O)C(=O)/C(=C(/O)c2ccc(Cl)cc2)C1c1ccc(O)cc1 (centres undefined)	-0.9
CN1CCN(CCOCCOc2ccc(Cl)cc2)CC1	-15.0
O=C(c1cccnc1)N(Cc1ccccc1)Cc1ccccc1	-17.4
C=CCNC(=S)N1CCN(CCNC2=CC(=O)CC(C)(C)C2)CC1	-15.9
COc1ccc(N2C(=O)NC(=O)/C(=C/c3cc4c(cc3Br)OCO4)C2=O)cc1	-5.4
COc1cc(-c2nnc3ccc4ccccc4n23)ccc1OCc1ccccc1	-12.2
O=[N+]([O-])c1ccc(C=Nc2ccc(Br)cc2)o1	-3.9
Cc1onc(-c2c(Cl)cccc2Cl)c1C(=O)Nc1nncs1	2.6
O=C(c1cccc(Cl)c1)N1CCN(c2ccccn2)CC1	2.6
Cc1ccc(NC(=O)CC2CCCCC2)cc1	6.1
COc1ccc(C(=O)Nc2ccccc2)cc1NC(=O)COc1ccc(F)cc1	-22.5
Cc1occc1C(=O)Nc1nc2ccc(S(C)(=O)=O)cc2s1	-59.6

3 entries from above, set out differently.
SMILES,DUSP3 inh
COc1cc(-c2nnc3ccc4ccccc4n23)ccc1OCc1ccccc1,-12.2
O=C(NNC(=O)c1cc2ccccc2oc1=O)c1ccccc1,-9.9
COc1cccc(-c2nc3cc(NC(=O)Cc4ccccc4)ccc3o2)c1,-10.8

Later entries
SMILES	DUSP3 inh
CCCCOC(=O)c1cccc(C(=O)O)n1	7.8
Cc1cc(N2C(=O)c3ccc(Oc4ccc([N+](=O)[O-])cc4)cc3C2=O)no1	-16.4
Cc1ccc(C(=O)N/C(=C\c2ccc(Cl)cc2)C(=O)NCCCN2CCOCC2)cc1	-24.5
CC(=O)Oc1ccc(NC2=C(Cl)C(=O)c3ccccc3C2=O)cc1	-17.0
O=C(/C=C/Nc1ccc(F)cc1)c1ccc(Br)cc1	14.7
Cc1ccc(-c2n[nH]c3nc(C)cc(=O)n23)cc1	-3.4
COc1ccc(S(=O)(=O)N(CC(=O)N2CCCC2)Cc2ccccc2)cc1OC	-0.9
O=C(/C=C/NCc1ccccc1)c1ccc(Cl)cc1	-0.6
CCCN1C(=O)c2ccccc2NC1c1ccc(-c2ccccc2[N+](=O)[O-])o1 (centres undefined)	-5.4
CC(/C=C(/C#N)C(=O)Nc1ccc(Cl)cc1)=C\c1ccccc1	3.0
O=C(c1ccccc1F)N1CCN(Cc2ccc(Cl)cc2)CC1	20.1
Cc1ccc(C(=O)Nc2cccc(NC(=O)c3ccco3)c2)cc1C	31.1
CN(C)CC(=O)N1c2ccccc2CCc2ccc(NC(=O)c3ccccc3)cc21	-14.9
O=C(O)c1ccccc1-c1ccccc1C(=O)NCCc1ccccc1	-48.9
NC(N)=N/N=C/c1ccccc1OCc1ccc(Cl)cc1	-17.1
CC(C)(C)c1cc(C(C#N)C#N)c(C(C)(C)C)c(O)c1O	-7.9
CCOC(=O)C(C(=O)OCC)C(C)C#CCN(CC)CC (centres undefined)	1.9
CCOc1ccc2nc(SCC(=O)OC)[nH]c2c1	-0.5
CCCCOCP(=O)(c1ccccc1)c1ccccc1	-6.0
O=C1C(c2ccccc2)=NOC12CCCC2	-20.2
Cc1ccc(C(=O)Nc2ccc(Oc3ccccc3)cc2)o1	-4.1
CC(=O)Nc1ccc(S(=O)(=O)N/N=C/c2cccnc2)cc1	-23.2
COc1ccccc1/C=C/C=N\N1CCN(c2ccccc2OC)CC1	10.0
O=C(CSc1nnc(-c2sc3ccccc3c2Cl)n1-c1ccccc1)c1ccc(F)cc1	-27.8
COc1ccccc1CNS(=O)(=O)c1ccc(NC(C)=O)cc1	-29.5
O=P(Oc1ccccc1)(Oc1ccccc1)OC1CCS(=O)(=O)C1 (centres undefined)	1.2
CN1CCN(C(=O)C(=O)Nc2cccc3ccccc23)CC1	0.2
CCOc1ccc(OCC)c(S(=O)(=O)n2cc(C)nc2CC)c1	-11.0
CN(C)C(=O)COc1cc2oc(=O)c3c(c2cc1Cl)CCCC3	-2.9
COc1ccc(OC)c(NC(=O)c2ccc(Cl)c(Cl)c2)c1	-0.7
O=C1N=C(N2CCOCC2)S/C1=C\c1cccnc1	-2.3
COc1ccccc1N1CCN(/N=C\c2cccc(O)c2)CC1	-4.4
CCCCOC(=O)c1ccc(NC(=O)c2cccc([N+](=O)[O-])c2)cc1	2.6
Cc1cc(C=C2C(=O)NC(=O)NC2=O)c(C)n1C1CCCCC1	1.0
CC(C)(C)NCCCCOc1ccc2ccccc2c1	-2.3
Cc1cc(C=O)c(C)n1-c1ccc(Br)c2ccccc12	7.8
COC(=O)Cn1cnc(=O)c(C#N)c1C	-4.4
Cc1ccc(C(=O)N/C(=C/c2ccccc2Cl)C(=O)NN)cc1	-3.5
Cc1ccc(/C(N)=N/OC(=O)c2ccc(Cl)cc2Cl)cc1	3.2
Cc1cc(Cl)ccc1OCC(=O)Nc1ncn[nH]1	-7.3
Cc1cccc(C=Nc2cc(Cl)ccc2O)c1O	-21.4
C=CCNC(=O)C(=O)Nc1ccccc1OC	-20.1
Cc1nc2ccccc2n1CC(O)COc1cccc(Cl)c1 (centres undefined)	4.0
COc1cc(/C=C2\C(=O)NN(c3ccccc3)C2=O)ccc1OCc1ccccc1F	-19.5
COc1ccc(NC2=NC3(CCCC3)N=C(N)N2)cc1	-9.0
O=C(c1ccc(Br)cc1)N1CCN(c2nc3ccc([N+](=O)[O-])cc3s2)CC1	21.0
CC1(C)c2ssc(=S)c2-c2ccccc2N1C(=O)c1ccccc1	10.1
C=C(Br)Cn1c(SCC)nc2ccccc21	-19.4
CCCN1C(=O)/C(=C2\SC(=S)N(CCC(=O)O)C2=O)c2ccccc21	-8.9
Cc1nn(C(=O)C23CC4CC(CC(C4)C2)C3)c(C)c1Sc1ccc([N+](=O)[O-])cc1	-18.7
COc1cc(/C=C2/SC(=S)N(CCC(=O)NC34CC5CC(CC(C5)C3)C4)C2=O)cc(OC)c1OC	-9.4
O=C(Nc1ccc(OC(F)(F)F)cc1)c1ccccc1Br	5.2
CC(C)(C)NC(=O)C1CN(S(=O)(=O)c2ccccc2)CCN1S(=O)(=O)c1ccccc1 (centres undefined)	-45.0
O=C1NC(=S)N(c2ccc(Cl)cc2)C(=O)/C1=C/c1ccc(-c2ccc(C(=O)O)cc2)o1	18.6
COc1ccc(-c2cc(=O)n(-c3ccc(Oc4ccccc4)c(S(=O)(=O)O)c3)[nH]2)cc1	14.8
O=c1c(=N/Nc2ccccc2)/c(=N\Nc2ccccc2)c2ccccc12	-30.4
COc1ccc(C2NC(=O)NC(C)=C2C(=O)Nc2ccccc2C)cc1OC (centres undefined)	-24.2
O=C(Nc1ccc([N+](=O)[O-])cc1)/C(=C\c1ccc(Br)cc1)NC(=O)c1ccco1	-8.3
O=C(COc1ccc2ccccc2c1)Nc1ccccc1CO	-0.7
O=C(COc1ccc(Cl)cc1)N1CCN(c2ccccn2)CC1	-12.7
(listing goes on)
SMILES	DUSP3 inh
Cc1ccc(S(=O)(=O)/N=C2/NC(=O)/C(=C/c3ccco3)S2)cc1	-5.4
Cc1ccc(N2NC(=O)/C(=C/c3cccs3)C2=O)cc1Cl	-16.2
CCCCOC(=O)c1ccc(NC(=O)Nc2ccccc2)cc1	-10.9
COc1ccc(NC(=O)/C(C#N)=C/c2cn(Cc3ccccc3C#N)c3ccccc23)cc1	3.9
CCN(CC)CCn1c(=N)n(CC(=O)c2ccc(C)cc2)c2ccccc21	-12.3
CN(C)/C=C1\Nc2ccc(Br)c(Cl)c2C1=O	18.2
COc1ccc(/C=N\N2CCN(c3ccccc3)CC2)cc1	16.2
O=C1C2C3C=CC(C3)C2C(=O)N1c1cccc(-c2nc3ccccc3c(=O)o2)c1 (centres undefined)	-15.0
COc1ccc(/C=C2\SC(=O)N(CCC(=O)Nc3ccccc3C)C2=O)cc1OC	17.2
COc1ccccc1C1CC(c2c(-c3ccccc3)c3cc(Cl)ccc3[nH]c2=O)=NN1C(=O)CCC(=O)O (centres undefined)	-9.8
C=CCOc1c(I)cc(C=C2C(=O)NC(=S)NC2=O)cc1OCC	-9.2
O=C(NCCNc1ccc([N+](=O)[O-])cc1Cl)c1cccc(Br)c1	-10.4
CCc1cccc(C)c1NC(=O)C(C(C)C)N1C(=O)c2ccccc2C1=O (centres undefined)	0.2
O=C(Nc1ccc2nn(-c3ccccc3)nc2c1)c1ccc(Cl)c([N+](=O)[O-])c1	-17.8
Cc1ccc(S(=O)(=O)NC(=O)NC(C)c2ccccc2)cc1 (centres undefined)	-24.6
O=C(NCCCNc1ccc([N+](=O)[O-])cc1C(F)(F)F)c1cc(F)c(F)cc1Cl	-3.1
O=C(/C=C/c1ccccc1Cl)Nc1ccc(Cl)cn1	-24.3
